Source: PubChem (University of Kansas High Throughput Screening Laboratory)
Pf apPOL block: Pf-apPOL DNA polymerase inhibition. Recombinant Pf-apPOL, molecular beacon fluorescence, 1.5 h. AID 1794808. inhibition, % at 10 µM. 210,000 tested, 0.25% active
mHTT CaM bind: disrupts binding of mutant huntingtin to calmodulin. P42858. AlphaScreen His-mHTT/GST-CaM binding, luminescence. inhibition, % at 15 µM. 190,000 tested, 3.6% active;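 further: 0% = both proteins with DMSO and 100% = one protein alone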
The depositor's hits bear a star; i = inactive; · = not tested or not shown; & = joins results of further samples. No stated cut-off is given here; in the data, active means inhibition above about 50%; inactive means the rest.

SMILES	Pf apPOL block	mHTT CaM bind
COc1ccc(CC(=O)Nc2c3c(nn2-c2cccc(Cl)c2)CS(=O)(=O)C3)cc1OC	0.8	6.0
Cn1ccc2c(-c3ccc(F)cc3)cc3c(c21)C1CCC3O1 (stereo not given)	-7.8	23.0
O=C(C1CCC(c2ccccc2)N(Cc2cccc(Cl)c2)C1)N1CCSCC1 (stereo not given)	-3.2	47.1
NC(=NOC(=O)c1ccccc1Cl)c1cccc(COc2ccc(Cl)cc2)c1	-10.8	·
CCNc1nc(NCC)n2c(SCC(=O)c3ccc(C(C)(C)C)cc3)nnc2n1	8.3	-3.0
CC(=O)c1ccc(N(C)C)cc1	-2.8	3.4
Cc1c(C(=O)Cc2ccccc2)n(C)c2ccccc12	2.8	-18.3
Cc1oc(C2CCN(S(=O)(=O)c3ccc(Cl)cc3)CC2)nc1C(=O)N(C)C	-1.1	7.4
S=C(Nc1ccccc1)N1CCc2ccccc21	·	1.6
COc1ccc(Cl)cc1NC(=O)C(=O)NC1CCCCCC1	-10.7	-1.5

A draw from above in order of length of the SMILES, lowest first.
SMILES	Pf apPOL block	mHTT CaM bind
S=C(Nc1ccccc1)N1CCc2ccccc21	·	1.6
Cc1oc(C2CCN(S(=O)(=O)c3ccc(Cl)cc3)CC2)nc1C(=O)N(C)C	-1.1	7.4
COc1ccc(CC(=O)Nc2c3c(nn2-c2cccc(Cl)c2)CS(=O)(=O)C3)cc1OC	0.8	6.0

(further entries)
SMILES	Pf apPOL block	mHTT CaM bind
O=C(NCc1ccccc1)c1ccc(CN2C(=O)CSc3ccccc32)o1	-6.9	3.5
COc1cccc(OC)c1C(=O)N1CCCC1c1ccccc1Cl (stereo not given)	-3.1	8.1
O=C(Nc1ccc(Br)cc1F)C(c1ccccc1)c1ccccc1	-0.4	-18.9
CCOc1ccc(CC(=O)Nc2cc([N+](=O)[O-])ccc2OC)cc1OCC	-1.0	2.5
CC(C)c1noc(-c2cccnc2N2CCCN(C(=O)c3ccc(N(C)C)cc3)CC2)n1	-0.3	27.1
Cc1oc(C2CCN(C(=O)c3ccccc3C(F)(F)F)CC2)nc1C(=O)N(C)C	-3.0	-6.6
O=C(c1cccs1)N1CCN(c2cc(-c3cccnc3)[nH]n2)CC1	-8.3	-4.8
COc1ccc(-c2nnc(NC(=O)c3ccc(S(=O)(=O)N4CCCCCC4)cc3)o2)cc1	-0.2	8.0
O=C1/C(=C/c2ccc(-c3ccc([N+](=O)[O-])cc3)o2)C=C(c2ccccc2)N1c1cccnc1	-1.9	65.0*
CC1CCCCN1C(=O)C(C1CCCC1)N1CCN(C(=O)c2cccs2)CC1 (stereo not given)	-8.1	4.1
CC1CN(C(=O)COc2ccccc2)C(C)CN1C(=O)COc1ccccc1 (stereo not given)	-3.6	11.2
CCC1CN(C(=O)Nc2ccc(OC)cc2OC)c2cc(Cl)ccc2O1 (stereo not given)	-3.3	-2.2
CCn1ncc(CN(C)C(=O)c2cn3ccccc3n2)c1C	-0.7	-0.8
CCCNC(=O)c1ccc(CN2C(=O)C3CCCN3C(=O)c3ccccc32)cc1 (stereo not given)	-5.9	-7.8
CC1(C)OCC2(CO1)CN(C(=O)C1CC1)C2	-2.3	-7.3
Cc1ccc(OCCOCCn2ccnc2)c(Br)c1	-1.6	1.8
Cc1ccc(Cl)cc1N1CCC(C(=O)N2CCN(Cc3ccccc3)CC2)C1=O (stereo not given)	-1.4	9.2
CC1CN(S(=O)(=O)c2cc(Cl)c(Oc3ccc([N+](=O)[O-])cc3)c(Cl)c2)CC(C)O1 (stereo not given)	2.5&-4.7	·
CC(O)(CNC(=O)C1CCCC1)C1CC1 (stereo not given)	4.1	-8.8
COc1ccccc1NC(=O)c1ccncc1	-4.9	-4.4
COc1cccc(NC(=O)CN2N=NC3C(=O)N(c4ccc(F)cc4)C(=O)C32)c1 (stereo not given)	-3.8	-2.0
COc1ccc(/C=C(\C#N)c2ccc(OC)c(OC)c2)cc1OC	-4.7	14.2
COc1ccc2oc(-c3ccc(Cl)cc3)cc(=O)c2c1	-7.5	-5.4
CC1(C(=O)NCc2ccccc2)CCC(=O)N1Cc1cccc(Br)c1 (stereo not given)	0.0	23.4
COc1ccc(-n2c(C)c([N+](=O)[O-])c3ccc(O)c(CN4CCCCC4)c32)cc1	-4.1	19.4
COc1ccc(OC)c(NS(=O)(=O)c2cccc([N+](=O)[O-])c2)c1	-3.9	17.3
O=C(O)c1ccc(-c2c(Cl)cc([N+](=O)[O-])cc2Cl)o1	-0.3	5.0
CCC(C(=O)Nc1ccc(C(C)C)cc1)N1C(=O)C2(OCCCO2)c2ccccc21 (stereo not given)	-5.1	-9.0
Cc1cc(NC(=O)C(C)N(c2ccccc2)S(C)(=O)=O)ccc1Br (stereo not given)	3.7	4.3
O=C1CCCc2nn(-c3ccccc3)c(-c3ccccc3O)c21	-8.4	2.0
Cc1cc(C(=O)NC(=O)NNc2c(Cl)cncc2Cl)nn1-c1c(Cl)cc(Cl)cc1Cl	0.1	·
COc1ccc(C=CC(=O)c2cc(OC)ccc2OC)c(OC)c1	-6.8	7.2
O=c1cc(-c2ccccc2)nc(SCc2ccccc2)[nH]1	-8.1&12.5	-7.2&3.5
CCc1cc2c(-c3ccccc3)cc(=O)oc2cc1O	0.8	-14.2
CC(Sc1nnnn1-c1ccccc1)C(=O)Nc1nccs1 (stereo not given)	-4.6	-4.6
O=C(COc1ccc([N+](=O)[O-])cc1)Nc1ccccn1	0.5	-2.7
Cc1ccc(OCC(=O)Nc2cccnc2)cc1C	1.6	-9.5
N#CC1=C(N)OC2=C(C(=O)CC(c3ccccc3)C2)C1c1ccc(F)c(Br)c1 (stereo not given)	-1.4	8.9
Cc1ccc(C(=O)N2CCCN(Cc3noc4ccccc34)CC2)cc1	0.8	17.2
N#COc1ccc(Nc2ccc(OC#N)cc2)cc1	5.3	95.1*
CCCNC(=O)C1COC2(CCC(C)CC2)N1C(=O)c1ccc(F)cc1 (stereo not given)	-2.7	-4.5
O=C(Cn1c(=O)n(-c2cccc(C(F)(F)F)c2)c(=O)c2sccc21)NCCc1ccccc1	0.6	-5.0
O=C(Nc1ccc2c(c1)OCO2)C1CCN(C(=O)Cc2ccccc2)CC1	4.1	11.7
NS(=O)(=O)c1ccc(NC(=O)c2ccccc2)cc1	-15.7	-2.7
COCCCNC(=O)NC1(C(F)(F)F)Oc2ccc(Cl)cc2O1 (stereo not given)	3.1	2.0
Clc1ccc(-c2nnc(NCCN3CCCC3)c3ccccc23)cc1	-3.7	15.0
O=C(CC(Cl)=C(Cl)Cl)C1CC=CCC1C(=O)NC1CCCCCC1 (stereo not given)	·	-13.0
COc1cccc(CNC(=O)C2CCCN(c3nnc4ccccn34)C2)c1 (stereo not given)	-1.7	-1.1
COc1ccc(-n2cc(-c3ccccc3)nc2SC)cc1Cl	1.8	31.0
COc1ccc(CNC(=O)C2(C)CCCN(S(=O)(=O)c3ccc(C(C)=O)cc3)C2)cc1 (stereo not given)	-5.3	0.3
(next part)
SMILES	Pf apPOL block	mHTT CaM bind
COCCOC(=O)c1c(C)oc2ccc(OC(=O)C(C)(C)C)cc12	-0.5	-40.6
O=[N+]([O-])c1ccc(S(=O)(=O)Nc2ccc(S(=O)(=O)N3CCCC3)cc2)cc1	13.7	2.4
Nc1nonc1-c1noc(COc2cccc(Cl)c2Cl)n1	-2.8	1.0
Cc1sc2c(=O)n(C3CC3)cnc2c1C(=O)NCc1ccccc1F	0.0	1.7
O=C(CCN1C(=O)c2cccnc2C1=O)NCCN1CCN(c2ccccc2)CC1	-25.3	10.0
COc1ccc(C2=NN(C(=O)CN3CCN(C)CC3)C(c3cccc(F)c3)C2)cc1 (stereo not given)	-1.4	53.8*
O=C(NC(=O)N(Cc1ccccc1)C1CC2CCC1C2)c1c(Cl)cccc1Cl (stereo not given)	1.2	·
CCOc1ccc(C(=O)N2CCCC2c2nc(-c3cccc(C)c3)no2)cc1OCC (stereo not given)	-1.3	13.2
CC1CC(C)CC(S(=O)(=O)N2CCC(C(=O)O)CC2)C1 (stereo not given)	34.6	1.0
O=C(c1ccccc1)N1CCN(c2ccc([N+](=O)[O-])cc2F)CC1	-5.7	6.5
COc1ccc(-c2cc(NC(=O)C3CCC3)n(-c3ccc(Cl)c(Cl)c3)n2)cc1	3.0	·
CC(=O)NCCc1csc(C2CCN(C(=O)c3ccc(C)c(F)c3)CC2)n1	-4.9	14.3
O=c1[nH]c2ccccc2c([O-])c1-[n+]1ccccc1	·	5.2
COc1ccc(N2C(=O)NC(=O)/C(=C\c3ccc(N4CCOCC4)o3)C2=O)cc1	-0.1	7.0
Cc1ccsc1/C=c1\sc2nc(-c3cccs3)nn2c1=O	-3.0	1.0
Cc1ccc2c(Nc3cccc(Cl)c3)c(-c3nc(C)no3)cnc2n1	-2.7	13.1
CC(=O)Oc1ccc2c(=O)c(-c3ccccc3C)c(C)oc2c1C	-4.5	-3.2
O=C(Cc1ccc(F)cc1)NCCS(=O)(=O)N1CCN(CCc2ccccc2)CC1	-6.2	1.4
O=C(Cc1ccccc1)Nc1ccc(S(=O)(=O)N2CCc3ccccc32)cc1	-3.0	3.5
CN1C(=O)NC2(CCN(S(=O)(=O)c3cccs3)CC2)C1=O	0.0	1.1
COc1ccc(-c2c3c(=O)n(C)c(=O)n(C)c3cn2-c2ccccc2N)cc1	6.7	15.0
COc1ccc(CN(CCC(c2ccc(F)cc2)C2CCOC(C)(C)C2)C(=O)c2ccco2)cc1 (stereo not given)	-0.2	37.0
CCOc1cc(N2CCOCC2)c(OCC)cc1NS(=O)(=O)c1ccc(OC)cc1	0.0	·
Cc1cccc(C)c1NC(=O)CSC1=C(C#N)C(c2ccccc2F)CC(=O)N1 (stereo not given)	-0.1	0.0
Cc1c(Cl)cccc1NC(=O)C1CCc2nc(N3CCOCC3)ncc2C1 (stereo not given)	0.7	-9.6
COCCn1c(C2CCN(C(=O)CCc3ccccc3)C2)nc2ccncc21 (stereo not given)	-8.1	-4.0
COc1cccc(C(=O)N2[C@H](COCc3ccccc3)C=CS2(=O)=O)c1	-0.8	-10.1
CC(C)CN1C(=O)c2ccccc2S1(=O)=O	-5.8	-6.6
Cc1ccc(C(=O)N2CCC(CCNC(=O)COc3ccc(Cl)cc3)CC2)cc1	-7.9	24.8
Cc1cccc(-n2c3nc(=O)[nH]c(=O)c-3cc3c(Cl)cccc32)c1	6.9	7.0
CC1CC(NC(=O)CC2CSc3nc(C(C)C)cc(=O)n32)CC(C)(C)C1 (stereo not given)	-4.4	-3.9
COc1ccccc1Nc1ncc2c(n1)CCN(Cc1ccccc1)C2	-3.5	-10.6
C1=CC2C3CCC(C3=C(c3ccccc3)c3ccccc3)C2C1=C(c1ccccc1)c1ccccc1 (stereo not given)	1.5	·
O=C1C2C3c4ccccc4C(c4ccccc43)C2C(=O)N1Cc1ccccc1Cl (stereo not given)	-7.4	-1.1
Cc1cccc(-n2c(CCCN3C(=O)c4ccccc4C3=O)nc3ccccc3c2=O)c1	-8.0	9.6
COC(=O)c1ccc(NC(=O)N2CCOc3ccc(Cl)cc32)cc1	0.0	-2.3
CCCCN1CC[C@H]2C=CC[C@@H](C(=O)Nc3nccs3)[C@H]2C1=O	-1.0	-9.0
CC(C)NC(=O)N1CCN(Cc2nc(-c3ccccc3)cs2)CC1	-9.0	-16.5
Cc1cccc(Nc2nc(O)c(C3=c4cc(Br)ccc4=NC3=O)s2)c1C	8.1	14.0
O=c1[nH]c(-c2ccccc2)cn1-c1cccc(C(F)(F)F)c1	-8.0	12.0
Cc1ccc(-c2csc(Nc3ccccc3)n2)cc1	-0.3	61.1*
CSCCOc1nc2c(c(=O)n(C)c(=O)n2C)n1Cc1ccccc1Cl	-6.5	2.0
O=C(NCCCc1ccccc1)Nc1ccccc1	-0.2	-18.2
COc1ccc(C(=O)N2CCCCC2)cc1S(=O)(=O)N1CCOCC1	3.7	2.1
O=C(CSc1nnc(CNC(=O)c2c(F)cccc2Cl)o1)NC1CCCC1	2.1	-1.0
CCC(Sc1nnc(C)c(=O)[nH]1)C(=O)Nc1ccc(OC(F)(F)F)cc1 (stereo not given)	3.0	-1.0
CCOc1ccc(-c2ccc(=O)n(C(C)C(=O)Nc3nnc(C)s3)n2)cc1 (stereo not given)	-5.4	-8.6
Oc1ccc(O)c(C2=NN3C(C2)c2ccccc2OC3c2cccs2)c1 (stereo not given)	16.4	66.8*
CC1=C(C(=O)Nc2cccc(C)n2)C(c2cccc(Cl)c2Cl)C2=C(CCCC2=O)N1 (stereo not given)	0.2	2.0
C(=C\CN1CCCCC1)/CN1CCCCC1	3.0	-5.8
The listing continues.
SMILES	Pf apPOL block	mHTT CaM bind
Cc1oc(S(=O)(=O)N2CCOCC2)cc1C(=O)ON=C(N)c1ccc(C(C)(C)C)cc1	-5.6	·
CCN(CC)CCCNC(=O)Cn1nc([N+](=O)[O-])c(Br)c1C	0.4	-3.0
CC(=O)NCCc1csc(C2CCN(C(=O)CCc3ccccc3)CC2)n1	-1.5	1.2
Cc1cc(C)n(CCN2CCN(C(=O)C3CCC3)CC2)n1	-0.6	-12.1
C=CCn1c(SCC(=O)NC(=O)Nc2ccccc2)nnc1-c1cc(OC)c(OC)c(OC)c1	-13.1	·
Brc1ccc(/C=N\n2cnnc2)cc1	·	i
CCOc1ccccc1/C=C1\N=C(c2ccc(OC)cc2Cl)OC1=O	-2.8	-5.0
O=C(Nc1ccccc1)N1CCN(c2nc(-c3ccccc3)ns2)CC1	-0.7&-10.4	·
O=C(O)c1ccc(N2C(=O)CCC2=O)cc1Cl	5.2	-3.8

Part of the list above, bar-delimited:
Compound | Pf apPOL block | mHTT CaM bind
Cc1oc(S(=O)(=O)N2CCOCC2)cc1C(=O)ON=C(N)c1ccc(C(C)(C)C)cc1 | -5.6 | ·
CCN(CC)CCCNC(=O)Cn1nc([N+](=O)[O-])c(Br)c1C | 0.4 | -3.0
CC(=O)NCCc1csc(C2CCN(C(=O)CCc3ccccc3)CC2)n1 | -1.5 | 1.2
Cc1cc(C)n(CCN2CCN(C(=O)C3CCC3)CC2)n1 | -0.6 | -12.1
C=CCn1c(SCC(=O)NC(=O)Nc2ccccc2)nnc1-c1cc(OC)c(OC)c(OC)c1 | -13.1 | ·
Brc1ccc(/C=N\n2cnnc2)cc1 | · | i
CCOc1ccccc1/C=C1\N=C(c2ccc(OC)cc2Cl)OC1=O | -2.8 | -5.0
